Anthrax LF inh2 – blocks Bacillus anthracis lethal factor protease; P15917; multiplex microsphere protease cleavage assay, LF; inhibition, % at 10 µM; 360,000 compounds, 0.12% hits; also: plate controls were buffer without enzyme for full effect and enzyme alone for no effect
Target sequence (P15917 whole entry, looked up): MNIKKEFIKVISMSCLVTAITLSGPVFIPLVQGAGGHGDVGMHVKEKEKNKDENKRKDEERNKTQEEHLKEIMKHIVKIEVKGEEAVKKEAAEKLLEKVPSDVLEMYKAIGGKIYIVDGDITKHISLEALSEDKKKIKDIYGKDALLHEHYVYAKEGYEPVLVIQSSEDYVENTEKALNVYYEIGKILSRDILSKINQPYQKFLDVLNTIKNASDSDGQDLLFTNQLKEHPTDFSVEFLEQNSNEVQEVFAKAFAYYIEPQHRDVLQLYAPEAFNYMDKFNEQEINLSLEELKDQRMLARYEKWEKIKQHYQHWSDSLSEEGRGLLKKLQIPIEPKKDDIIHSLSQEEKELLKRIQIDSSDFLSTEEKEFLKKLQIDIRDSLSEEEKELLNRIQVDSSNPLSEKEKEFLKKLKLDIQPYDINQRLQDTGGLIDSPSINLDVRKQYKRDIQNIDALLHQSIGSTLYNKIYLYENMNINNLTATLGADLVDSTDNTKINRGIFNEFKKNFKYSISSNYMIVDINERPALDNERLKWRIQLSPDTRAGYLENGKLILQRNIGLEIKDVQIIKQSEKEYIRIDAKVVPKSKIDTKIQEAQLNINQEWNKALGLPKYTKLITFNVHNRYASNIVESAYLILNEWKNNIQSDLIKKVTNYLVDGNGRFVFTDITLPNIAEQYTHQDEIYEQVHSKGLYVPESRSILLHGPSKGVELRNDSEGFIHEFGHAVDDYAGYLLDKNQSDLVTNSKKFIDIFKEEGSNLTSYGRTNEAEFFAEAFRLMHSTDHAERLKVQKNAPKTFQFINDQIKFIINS
CCHF vOTU inh – blocks the CCHF virus ovarian tumor domain protease. inhibition, % at 11.5 µM. AID 651958. 370,000 compounds, 0.55% hits. CCHFV vOTU protease, Pep-AMC fluorescence; in the data active = inhibition above about 30%; also: 0% = vehicle wells with enzyme and 100% = no enzyme wells
PrPC TRFRET – inhibitors of human cell surface prion protein PrPC; TR-FRET read-out; inhibition, % at 13.8 µM; 370,000 compounds, 0.43% hits; in the data active = inhibition above about 24%; also: 0% = median of the test wells and 100% = reference compound wells
TcdB GH inh – blocks C. difficile toxin B glycohydrolase activity; 350,000 compounds, 0.24% hits; P18177; inhibition, % at 9.99 µM; TcdB glycohydrolase enzymatic assay, plate reader; in the data active = inhibition above about 10%
Yp Topo-I inh – inhibitors of Yersinia pestis topoisomerase I; Y. pestis Topo-I cleavage product accumulation, plate reader; 360,000 compounds, 0.064% hits; activity, % at 10 µM; in the data active = activity above about 50%, passing the limit was not always enough; inconclusive = no clear call, values can overlap the other calls; also: inactives centre near 2
PfHsp40 yeast – restores yeast growth despite PfHsp40 toxicity | S. cerevisiae expressing PfHsp40, growth rescue, ATP luminescence | growth rescue, % at 12.5 µM | 340,000 compounds, 0.68% hits | AID 504582; in the data active = growth rescue above about 28%, passing the limit was not always enough; inconclusive = no clear call, values can overlap the other calls;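 also: yeast W303a lacking pdr1 and pdr3 grown in galactose medium; growth measured after three days at 30 °C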
FadD28 binding – blocks FadD28 binding to the bisubstrate probe. AID 588549. 360,000 compounds, 0.22% hits. inhibition, % at 12.5 µM. fluorescence polarization; in the data active = inhibition above about 8.5%, passing the limit was not always enough; inconclusive = no clear call, values can overlap the other calls
BoNT-F LC inh – BoNT F light chain protease inhibition; Multiplex microsphere protease cleavage assay, flow cytometry; inhibition, % at 10 µM; 360,000 compounds, 0.22% hits; AID 588497; in the data active = inhibition above about 35%, passing the limit was not always enough; inconclusive = no clear call, values can overlap the other calls; also: plate controls were buffer without enzyme for full effect and enzyme alone for no effect
BoNT A protease – inhibitors of Botulinum neurotoxin A light chain protease; multiplex microsphere protease substrate cleavage, flow cytometry; inhibition, % at 10 µM; 360,000 compounds, 0.17% hits; AID 588499; also: plate controls were buffer without enzyme for full effect and enzyme alone for no effect
The depositor's hits bear a star; ? = inconclusive; / = no result given; & = joins results of further samples. Rule as the data show it, unless noted: active = inhibition above about 30%; inconclusive = no clear call, values can overlap the other calls; inactive = below that.

SMILES	Anthrax LF inh2	CCHF vOTU inh	PrPC TRFRET	TcdB GH inh	Yp Topo-I inh	PfHsp40 yeast	FadD28 binding	BoNT-F LC inh	BoNT A protease
CCOC(=O)[C@]12CCC=C1N(Cc1ccc3c(c1)OCO3)C(=O)[C@H](CC(=O)NCc1cccc3ccccc13)C2	-4	1	-8	0.6	/	/	/	-4	-0.1
Cc1ccc(OCC(=O)N2CCC(N3CCCCCC3)CC2)cc1	3	2	-3	/	6	0.2	0.7	12	4.0
O=C(c1cccc(-c2ccc(O)cc2)c1)N1CCOCC1	0	4	-4	/	-1	0.5	-0.7	-4	-1.0
Cc1ccc(-c2nn(-c3ccccc3)cc2/C=N/NC(=O)CSc2nnc(C)n2-c2ccccc2)cc1	0	6	2	/	40	4.4	-1.9	0	-0.5
CCCCNC(=O)COC(=O)c1ccc(C)c(NC(=O)c2ccco2)c1	-3	-4	10	1.3	-11	0.0	-2.8	5	1.1
COCc1[nH][nH]c(=O)c1C=Nc1ccc(C(F)(F)F)cc1	0	-11	-3	-1.0	0	-2.1	?	0	0.8
CC(Sc1nnc(CN2CCCC2)n1Cc1ccccc1)C(=O)Nc1ccccc1 (stereo not given)	3	9	-5	-1.5	5	-0.6	-1.7	3	-1.3
CN(C(=O)CSc1ncnc2sccc12)C1CCCCC1	-7	14	5	0.4	0	-1.5	-3.0	-4	0.0
O=C(CCc1nc2ccccc2c(=O)[nH]1)OCc1nnc(-c2ccccc2)o1	-2	16	-6	/	-6	-0.7	-3.5	-8	-0.1
Cc1c(Cl)cccc1-n1c(SCC(=O)N2CCC(C(=O)O)CC2)nnc1-c1ccncc1	-8	-7	-1	1.0	-1	-1.4	0.4	0	0.2
CCc1ccc(OCC(=O)NC2CCCCC2)c(Br)c1	-2	15	-1	0.0	25	-0.2	-0.1	0	1.3
C[C@@H]1C(=O)O[C@H]2[C@H](O)[C@@]34[C@H]5C[C@@H](C(C)(C)C)[C@]36[C@@H](OC(=O)[C@@H]6O)O[C@@]4(C(=O)O5)[C@@]12O	-5	-10	-1	1.0	-1	0.8	/	5	0.6
O=C(NNC1=NS(=O)(=O)c2ccccc21)C1CC(=O)N(c2ccccc2)C1 (stereo not given)	-2	-2	14	-5.6	-4	0.6	-1.3	1	-0.6
COc1ccccc1Nc1ccc2nonc2c1[N+](=O)[O-]	1	-7	-22	0.6	2	1.3	-1.4	15	-2.6
COc1ccc(NC(C)=O)cc1S(=O)(=O)NC1CCSc2ccccc21 (stereo not given)	12	9	-7	1.4	3	-0.2	-2.8	10	-1.3
Cc1ccnc(NS(=O)(=O)c2ccccc2)n1	-2	-13	2	1.6	5	-2.3	0.4	-4	-0.6
CC(Nc1ncnc2sccc12)c1ccccc1 (stereo not given)	-4	6	20	0.0	-4	0.5	-2.2	-4	0.2
CCOC(=O)c1csc(N/N=C2\CCCc3ccccc32)n1	0	14	4	-0.6	21	-0.5	-0.5	-23	-5.1
CN1C(C(=O)NCc2ccco2)=CC(c2ccc(F)cc2)=NS1(=O)=O	0	3	-16	0.6	0	-1.5	1.2	1	-1.1
O=C(O)CC/C(=N\NC(=O)CNC(=O)c1ccc(F)cc1)c1ccccc1	5	3	5	1.3	5	-0.8	-0.9	-6	-0.2
COc1ccc(C(NC(=O)/C=C/c2ccco2)c2ccc(OC)cc2)cc1	0	-3	4	-0.4	6	2.1	-2.0	0	-0.6
CCCOc1ccc(C(=O)CCNC(Cc2c[nH]c3ccccc23)C(=O)O)cc1 (stereo not given)	-6	/	/	/	7	/	-0.5	11	0.9
O=C(NCc1ccc(F)cc1)C(Cc1ccccc1)NS(=O)(=O)c1cccs1 (stereo not given)	3	-6	4	2.2	6	1.2	25*	5	0.5
CCOc1ccc(S(=O)(=O)N2CCN=C2Cc2ccccc2)cc1C	0	-5	6	-0.3	6	0.5	-2.8	2	1.1
O=C(c1ccc2nc(N3CCOCC3)sc2c1)N1CCCC1	-2	-6	4	0.5	0	-0.7	0.0	-5	-0.4
COC(=O)CSc1nnc(-c2ccccc2O)n1-c1ccc(C)cc1	9	-11	3	/	0	0.7	-5.0	24	4.4
CC(C)Nc1nc(NCCO)nc2ccccc12	4	-10	7	1.8	/	/	/	-2	-0.1
Cc1c(CCC(=O)O)c(=O)n2c([nH]c3ccccc32)c1C#N	-3	-91	4	/	5	-0.2	-0.8	0	-0.1
O=CNc1ccc(OC(=O)c2cncc(Br)c2)cc1	10	27	-3	-9.5	-6	-0.3	-1.9	-3	-1.0
C=CCn1c(SCC(=O)NC2CCS(=O)(=O)C2)nnc1-c1ccncc1 (stereo not given)	-4	-12	6	-3.1	11	0.0	-2.7	3	-0.7
Cc1ccc2c(c1)CC1(CN2C)C(=O)NC(=O)N(CCC2=CCCCC2)C1=O (stereo not given)	-2	14	8	/	12	-0.2	1.0	-12	-0.3
O=C1CC(N2CCC(Cc3ccccc3)CC2)C(=O)N1CCc1ccccc1 (stereo not given)	-4	-7	1	1.2	5	0.7	-0.6	-3	0.9
CC(=O)N(c1ccccc1)c1nnc(-c2cnc(C)cn2)s1	0	-4	-2	0.9	0	-0.2	-0.1	-1	-1.5
Cc1ccc(OCC(=O)N2N=C(c3ccncc3)CC2(O)C(F)(F)F)cc1C (stereo not given)	0	14	8	2.8	-3	-0.1	-1.0	?	-4.7
COc1cccc(-n2c(O)c(C=Nc3c(C)n(C)n(-c4ccccc4)c3=O)c(=O)[nH]c2=O)c1	0	-3	5	0.0	1	-0.6	-3.2	-1	-0.4
O=C(c1nn2c(C(F)(F)F)cc(-c3cccs3)nc2c1Br)N1CCCc2ccccc21	19	-1	-6	/	8	0.8	-1.0	18	47*
C#CCOCCOCCOCCNc1nc(N2CCN(C(=O)[C@H](CCC(=O)O)n3cc([C@@H](N)CCCCN)nn3)CC2)nc(N2CCN(C(=O)[C@H](CCC(=O)O)n3cc([C@@H](N)CCCCN)nn3)CC2)n1	-8	0	3	-3.1	-6	-3.3	-0.1	-8	-0.8
Nc1c(Cl)ncnc1NCCc1ccc(O)cc1	-1	-5	12	11*	1	0.1	-5.9	-3	0.9
S=C(N/N=C1\C2CN3CCN(C2)CC1(c1ccccc1)C3)Nc1ccccc1	0	-22	-5	/	12	8.4	-1.9	-2	0.0
CN(C)S(=O)(=O)c1ccc(Cl)c(NC(=O)COC(=O)CNC(=O)c2ccco2)c1	3	-11	1	1.5	-2	0.5	-0.9	0	0.0
O=C(Cc1ccc(-n2c(=O)c3ccccc3n(Cc3ccccc3F)c2=O)cc1)NCC1CCCO1 (stereo not given)	0	14	67*	-0.8	16	-1.5	-4.8	2	0.3
Cc1ccc(OCC(=O)c2cc(C)n(Cc3cccs3)c2C)c([N+](=O)[O-])n1	-5	15	11	1.1	1	0.0	0.1	-11	-0.7
COc1ccc(C(=O)CC(=O)C(=O)Nc2ccccc2C(F)(F)F)cc1	-8	-4	5	-1.7	-6	4.1	-0.2	-8	2.6
CCCC(=O)N1CCCC1(C)C(=O)Nc1ccc2nc(C)ccc2c1 (stereo not given)	-4	0	-1	0.6	4	/	-0.3	-3	-0.1
CN(C)S(=O)(=O)N1CCC(Oc2ccc(C(=O)NCc3cnn(C)c3)cc2)CC1	-7	0	5	-0.5	-10	-1.4	0.4	3	-0.1
CCC(NC(=O)c1ccccc1Br)c1ccccc1 (stereo not given)	0	9	-8	1.3	9	2.0	-0.8	-5	-0.9
CCN(CC)CCCN=C1N[C@@H](c2cccc(F)c2)C(C(=O)OC)=C(C)N1Cc1ccccc1	-4	0	-22	-1.3	-8	0.1	-2.7	3	0.2
CC(C)(C)Nc1nc(Cl)nc(NCc2ccccc2)n1	11	6	10	1.6	1	4.7	-1.4	16	0.7
Cc1ccc2nc(SCC(=O)NNC(=O)c3ccccc3)[nH]c2c1	-2	7	-2	/	-4	-0.4	-0.7	-1	-0.4
CC(=O)CCc1oc2ccc(C)cc2c1-c1ccc(C)o1	-7	-5	0	-0.3	3	1.7	-1.9	-9	-1.7
CC1=C(C#N)C(Nc2ccc(C)cn2)(C(F)(F)F)C(=O)N1 (stereo not given)	-20	8	-1	/	-2	-1.4	-1.7	8	0.6
COc1cscc1C(N)=O	-11	-7	5	0.4	6	-1.0	-2.8	-1	-1.1
CCOC(=O)c1ccc(NC(=O)CSc2nncn2-c2cccnc2)cc1	-2	3	-4	-0.2	13	0.7	1.2	-7	1.2
O=C(Nc1ccc(N2CCN(C(=O)c3ccccc3)CC2)cc1)c1ccc([N+](=O)[O-])o1	2	4	26*	0.0	14	2.4	-3.0	-8	-1.6
Cc1nc(C)n(C(=O)N(c2ccccc2)c2ccccc2)n1	-1	9	5	/	-3	-0.3	-3.8	?	1.2
O=C(Nc1ccc(-c2ccc3nncn3n2)cc1)C1CCCC1	-6	1	-24	1.2	-2	-0.1	-4.8	-4	0.2
COc1ccc(C2NC(=S)NC(O)(C(F)(F)F)C2C(=O)c2cccs2)cc1 (stereo not given)	-3	8	6	/	-3	-1.6	-0.2	2	-1.4
CCOc1ccccc1NC(=O)c1ccoc1C	2	0	-4	/	7	0.2	-0.5	-9	-0.5
CCn1nc(C(=O)Nc2cccc3ccccc23)c(Cl)c1Cl	-2	13	5	/	12	2.9	-6.8	-12	0.0
CCCCN(CC)S(=O)(=O)c1ccccc1	-172	-6	1	/	15	1.0	1.2	/	?

The results go on:
SMILES	Anthrax LF inh2	CCHF vOTU inh	PrPC TRFRET	TcdB GH inh	Yp Topo-I inh	PfHsp40 yeast	FadD28 binding	BoNT-F LC inh	BoNT A protease
O=C(CN1CCCCCC1)Nc1ccc(Br)cc1[N+](=O)[O-]	0	-5	-5	-1.0	9	-2.5	-0.6	?	2.8
C=CCCC1(C2=CCCCC2)C(=O)NC(=O)NC1=O	-1	-1	6	0.3	-12	0.6	-3.9	3	0.2
Cc1ccc(Nc2nc(-c3c(C)nc4ncccn34)cs2)cc1	-5	-12	-11	/	27	2.0	-2.4	-4	-0.2
CC(C)c1ccc(NC(=O)/C(C#N)=C/c2ccncc2)cc1	-3	0	0	-3.2	-6	-0.2	-4.8	-9	-5.1
O=C(COC(=O)c1cccc(Cl)c1Cl)NC1CCCC1	5	-12	-2	2.3	10	-1.1	-1.3	-5	3.1
CCOc1ccc(NC(=O)c2ccc(Cl)c(NC(=O)c3ccco3)c2)cc1	14	-3	8	1.4	3	0.3	0.0	38*	0.6
CCOC(=O)CSc1nc2c(sc(=S)n2Cc2ccco2)c(=O)n1-c1ccccc1	-2	-3	6	/	28	-1.7	-0.2	4	-0.2
COC(=O)C[C@H]1C[C@H]2c3cc(NC(=O)Cc4ccncc4)ccc3O[C@H]2[C@@H](CO)O1	2	2	-3	-0.3&0.5	30	/	-3.7	-5	-0.4
O=C(NCc1ccco1)C(=O)NCc1ccccc1Cl	-2	8	0	/	-4	0.0	-1.5	-3	-0.5
CCn1c2ccccc2c2cc(NC(=O)C/C(C)=N/NC(=O)c3ccccc3N)ccc21	-1	10	0	/	4	0.4	-2.3	-2	-1.3
O=C(/C=C/Nc1cccc(C(F)(F)F)c1)c1ccco1	14	14	-5	1.8	4	-0.1	0.0	0	1.3

Filtered by structure, the compounds so far containing a tert-butyl group
SMILES	Anthrax LF inh2	CCHF vOTU inh	PrPC TRFRET	TcdB GH inh	Yp Topo-I inh	PfHsp40 yeast	FadD28 binding	BoNT-F LC inh	BoNT A protease
C[C@@H]1C(=O)O[C@H]2[C@H](O)[C@@]34[C@H]5C[C@@H](C(C)(C)C)[C@]36[C@@H](OC(=O)[C@@H]6O)O[C@@]4(C(=O)O5)[C@@]12O	-5	-10	-1	1.0	-1	0.8	/	5	0.6
CC(C)(C)Nc1nc(Cl)nc(NCc2ccccc2)n1	11	6	10	1.6	1	4.7	-1.4	16	0.7

An unsorted share of the library; 2.3% or so of the library scored in one or more.
